Source: PubChem BioAssay
Rat MKP-3 inhibitors = MKP-3 phosphatase inhibitors, primary screen, biochemical, rat enzyme, in vitro (AID 425). hit rate 0.17% among 110,000. inhibition, % at 20 µM, or IC50 in µM where a hit was titrated. recombinant MKP-3 phosphatase activity, fluorescence; higher % means a stronger effect; in the data active means inhibition above about 50%;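 further: plate controls were vehicle for no effect and reference inhibitor for full effect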
Hsp70 displacement = small molecules displacing fluorescent ligand from Hsp70 – biochemical, fluorescence polarization, primary screen (AID 583); Hsp70 fluorescence polarization probe displacement, mP; higher % means a stronger effect; one-dose displacement, % at 20 µM; IC50 in µM for titrated hits; hit rate 0.06% among 140,000; in the data active means displacement above about 50%;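 further: plate controls were vehicle for no effect and reference ligand for full effect; a part of the inactive calls stands beside numbers as strong as those of hits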
* hit, by the source's call; . = not tested or not shown; & = joins results of further samples. These rows are one share of the data; count on the stated rates, not on these rows.

Rat MKP-3 inhibitors,Hsp70 displacement,SMILES
8%,3.9%,CCC(C(=O)NC1CCCC1)N(C(=O)Cn1nnc(-c2ccc(OC)c(OC)c2)n1)C1CCCCC1 (stereo not given)
2%,-1.7%,COc1ccccc1NC(=O)CSC1=NC(=O)C(NC(C)=O)C(=O)N1 (stereo not given)
-6%,-7.9%,Cc1nc(SCC(=O)Nn2c(-c3ccccc3)nc3ccccc3c2=O)n[nH]1
-6%,0.0%,CC1Cn2c(nnc2C23CC4CC(CC(C4)C2)C3)S1 (stereo not given)
-3%,-6.1%,CCOc1ccc(C(=O)Nc2cccc(C)n2)cc1
1%,1.9%,COC(=O)c1ccc(C(=O)OC)c(NC(=O)CN2C(=O)c3ccccc3C2=O)c1
1%,-0.3%,CCNc1nc(NC(C)C)nc(N(C#N)C(C)C(=O)N(C)C)n1 (stereo not given)
-2%,4.9%,COc1ccc(CC(=O)Nc2cc(C)cc(C)c2)cc1OC
-2%,5.6%,CCOc1ccc(N=C2c3ccc([N+](=O)[O-])cc3C(=O)C2C(C)=O)cc1 (stereo not given)
.,-3.7%,Cc1onc(-c2ccccc2Cl)c1C(=O)N(Cc1nc(-c2ccccc2)no1)C1CCCCC1
-18%,0.6%,COc1cccc(-c2nc(=S)c3c(n2CCCO)CCCC3)c1
4%,2.2%,CCCCC(=O)Nc1ccc(NC(=O)CC)cc1OC
-9%,-0.3%,COCCNC(=O)COC(=O)c1nsc(Cl)c1Cl
-9%,9.3%,COCCCn1c(Cc2csc(Nc3cccc(Cl)c3)n2)nnc1SCC(=O)OC
-12%,2.5%,Cn1c(NCc2cccc(Br)c2)nc2ccccc21
1%,-3.4%,O=C(CCc1ccccc1)ONC(=O)c1ccc(Cl)cc1
.,1.7%,CN1CCN(c2ccccc2NC(=O)COc2ccccc2)CC1
3%,-2.3%,CCOC(=O)c1c(NC(=O)CC2Sc3ccccc3NC2=O)sc(C)c1C (stereo not given)
.,2.1%,O=C(N/N=C/C=C/c1ccccc1)c1ccccc1Br
-2%,1.3%,CC(NC(=O)NC(=O)c1cccc([N+](=O)[O-])c1)C1CC1 (stereo not given)
-9%,1.6%,CCOC(=O)C1CCN(CC(O)COc2ccc(C(=O)CC)cc2)CC1 (stereo not given)
0%,-3.5%,CC1=CC(=O)OC1Cc1ccncc1 (stereo not given)
6%,-0.6%,CN(C)c1ccc(CNC(=O)C(O)(c2ccc(Cl)cc2)c2ccc(Cl)cc2)cc1
1%,2.0%,COCCCNC(=O)CN(c1ccc(F)cc1)S(=O)(=O)c1ccccc1
-9%,1.8%,N#CC1=C2SCN(Cc3ccco3)CN2C(=O)CC1c1cccc2ccccc12 (stereo not given)
3%,1.3%,COc1cc(NC(=O)CSc2nnnn2-c2ccccc2)cc(OC)c1OC
-5%,1.8%,O=C(O)c1ccc(OC2CSC2)cc1
-7%,-7.4%,Cc1ccc(/C(O)=C2\C(=O)C(=O)N(c3cc(C)on3)C2c2cccc(Cl)c2)cc1 (stereo not given)
1%,1.7%,O=C(CC1NCCNC1=O)OCc1ccccc1 (stereo not given)
0%,2.1%,O=C(CSc1ccccn1)Nc1ccc([N+](=O)[O-])cc1
3%,.,O=C(CSC1=Nc2ccccc2C2=NC(c3ccccc3)C(=O)N12)NCC1CCCO1 (stereo not given)
6%,1.2%,CCCCNC(=O)NCC(=O)Nc1ccc(F)c(F)c1
.,4.4%,Cc1cc(C)c2c(=O)[nH]c(SCC(=O)N(C)C)nc2n1
-2%,-0.6%,CCn1c(SCC(=O)c2ccc(Cl)cc2)nnc1-c1ccoc1C
.,0.9%,CCCSC1=C(C#N)C(c2cccs2)C(C(=O)Nc2ccccc2)=C(C)N1 (stereo not given)
3%,-1.6%,CC(=O)N(C)c1ccc(NC(=O)c2cccc([N+](=O)[O-])c2)cc1
0%,-3.5%,S=c1[nH]nc(-c2ccccc2Br)n1C1CCCCC1
.,-4.4%,Cc1ccccc1NC(=O)CN1CCC(n2nnc3ccccc32)CC1
4%,1.8%,COc1ccc(-c2cc(C(F)(F)F)n3ncc(C(=O)Nc4ccc5c(c4)OCO5)c3n2)cc1OC
-2%,1.1%,O=C1C2=C(NC3=C(C(=O)c4ccccc43)C23C(=O)Nc2ccccc23)c2ccccc21
-1%,-1.7%,CCn1nnc(NC(=O)c2ccccc2Br)n1
-2%,0.8%,CCOC(=O)c1[nH]c2ccc(Br)cc2c1NC(=O)CNC
2%,-6.7%,COCCn1c(C)cc(C(=O)CSc2nnc(-c3cccnc3)n2-c2ccccc2F)c1C
-2%&0%,0.3%&0.3%,Cc1cccc(C(C)C)c1-n1nnnc1-c1ccccc1
5%,-3.3%,CC(=O)c1c(N2CCN(c3cccc(Cl)c3)CC2)nc(=S)n(-c2ccccc2)c1C
.,-3.1%,COc1ccc(Cl)cc1NC(=O)C(C)N1CCN(C/C=C/c2ccccc2)CC1 (stereo not given)
2%,-6.5%,O=C1OC(c2ccccc2F)=N/C1=C\c1cccc(I)c1
-5%,0.0%,CC(C)OCCCn1c(-c2ccco2)nc2nc3ccccc3nc21
1%,-2.0%,Cc1cc(NC(=O)c2ccc(-c3ccccc3)cc2)ccc1NC(=O)c1ccco1
0%,-2.7%,CCOc1ccc(NC(=O)CN(c2ccc(Br)cc2)S(C)(=O)=O)cc1
.,23%,CN1C=CC2=C(C#N)C(N)C(C#N)(C#N)[C@H](c3ccccc3)[C@H]2C1 (stereo not given in full)
14%,1.0%,Cn1c(=O)c2cnc(N3CCOCC3)nc2n(C)c1=O
7%,.,CCC(=O)N/C(=N/c1nc(C)cc(C)n1)Nc1cccc(OC)c1
2%,-8.1%,COC(=O)COc1ccc(/C=C2\C(=O)NC(=O)N(c3ccc(Br)cc3)C2=O)cc1OC
0%,4.6%,CCc1ccc2c(c1)C(O)(CC(=O)c1ccc(Br)cc1)C(=O)N2 (stereo not given)
.,-5.4%,O=C(COc1c(Br)cc(Br)c2cccnc12)N1CCc2ccccc2C1
-2%&0%,0.9%&2.5%,CC1=C(C(=O)OCC2CCCO2)C(c2cccc(O)c2)NC(=O)N1 (stereo not given)
-20%,-3.6%,Cc1cc(N2CCN(S(=O)(=O)c3ccccc3)CC2)c2ccccc2n1
3%,0.2%,COc1cc(OC)cc(C(=O)N2CCN(C(=O)COc3ccc(Cl)cc3)CC2)c1
-2%,1.8%,Cc1cc(C(=O)NCCN2CCN(c3cccc(Cl)c3)CC2)n(-c2ccccc2)n1

(continued)
Rat MKP-3 inhibitors,Hsp70 displacement,SMILES
.,-1.5%,COc1ccc(-c2nnc(SCc3cc(C)ccc3C)n2N)cc1
14%,1.9%,CCCCCCOc1ccc(/C=C2/C(=O)ON=C2c2ccccc2)cc1
3%,-4.8%,COc1cccc(/C=N/NC(=O)c2cc(C)[nH]n2)c1OC
-8%,-0.9%,COc1cc(OC)nc(NC(=O)CSc2nnc(-c3ccccc3)n2C2CCCCC2)n1
.,-1.5%,COc1ccc(C(=O)N2CCN(c3ccccn3)CC2)cc1
-6%,4.9%,COc1ccc(CCNC(=O)COC(=O)c2cnc(C)cn2)cc1OC
2%,5.6%,CCOC(=O)N1CCN(C(=O)/C(=C/c2cccc([N+](=O)[O-])c2)NC(=O)c2ccccc2)CC1
5%,1.0%,CCOC(=O)C1=C(O)/C(=C\c2ccc(OCC)cc2)N=C1C
3%,2.3%,CCc1ccc(NC2=C(Cl)C(=O)N(c3cccc(Cl)c3)C2=O)cc1
2%,-5.9%,N/C(=N\OC(=O)c1ccc(F)cc1)c1ccc(Br)cc1
-19%,-3.1%,c1cncc(Nc2nc(-c3cccs3)cs2)c1
-4%,-6.9%,COc1ccc(NC(=O)C2CCCN2S(=O)(=O)c2ccc3c(c2)CCC(=O)N3)c(OC)c1 (stereo not given)
2%,-1.8%,Cc1ccsc1/C=N/OC(=O)c1nn(C)cc1Br
0%,-0.3%,O=C(Nc1ccccc1)N1CCn2c1nc1ccccc12
-1%,2.9%,CCc1ccccc1NC(=O)c1ccoc1C
-8%,0.9%,CCOc1cc(C2C3=C(CCCC3=O)NC3=C2C(=O)CCC3)cc(Cl)c1O
-2%,2.1%,Cc1cc(C)c(C(N)=O)c(Nc2cc(Cl)ccc2Cl)n1
4%,-2.7%,Cc1c(Cl)cccc1N1C(=O)CC(Sc2nc3ccccc3s2)C1=O (stereo not given)
5%,-1.4%,COc1ccc(C2C(C(=O)NCC3CCCO3)c3cc(OC)c(OC)cc3C(=O)N2C)cc1OC (stereo not given)
-1%,-0.4%,O=C(CSc1ccccn1)OCC(=O)c1ccc(Br)cc1
-1%,2.2%,O=C1CCCC(=O)C1c1cc(NS(=O)(=O)c2ccccc2)ccc1NS(=O)(=O)c1ccccc1
-22%,7.4%,O=C(OCc1ccc(F)cc1Cl)c1ccccn1
4%,1.9%,O=C1CC(O)(C(F)(F)C(F)F)Oc2ccc(Cl)cc21 (stereo not given)
-2%,6.5%,COc1cc(NC(=O)c2cc3n(n2)C(C(F)(F)F)CC(c2ccc(Cl)cc2)N3)cc(OC)c1OC (stereo not given)
.,-1.0%,c1ccc(CNCc2ccc3c(c2)OCO3)nc1
-3%,6.2%,COc1ccc(NC(=O)c2ccccc2[N+](=O)[O-])c(OC)c1
-5%,0.4%,CC(O)Cn1ccccc1=N (stereo not given)
0%,1.6%,Cc1nn(C(=O)c2ccccc2)c(C)c1Sc1ccc([N+](=O)[O-])cc1
0%,1.5%,CCOc1ccccc1C1C(C(=O)Nc2ccccc2OC)=C(C)NC2=C1C(=O)CC(C)(C)C2 (stereo not given)
2%,0.2%,O=c1[nH]c(-c2ccc(O)c([N+](=O)[O-])c2)nc2sc3c(c12)CCCC3

17 entries out of the list, ordered by number of heavy atoms, low to high.
Rat MKP-3 inhibitors,Hsp70 displacement,SMILES
-5%,0.4%,CC(O)Cn1ccccc1=N (stereo not given)
0%,-3.5%,CC1=CC(=O)OC1Cc1ccncc1 (stereo not given)
-1%,2.9%,CCc1ccccc1NC(=O)c1ccoc1C
.,-1.0%,c1ccc(CNCc2ccc3c(c2)OCO3)nc1
0%,-3.5%,S=c1[nH]nc(-c2ccccc2Br)n1C1CCCCC1
4%,2.2%,CCCCC(=O)Nc1ccc(NC(=O)CC)cc1OC
-2%&0%,0.3%&0.3%,Cc1cccc(C(C)C)c1-n1nnnc1-c1ccccc1
.,-1.5%,COc1ccc(C(=O)N2CCN(c3ccccn3)CC2)cc1
7%,.,CCC(=O)N/C(=N/c1nc(C)cc(C)n1)Nc1cccc(OC)c1
0%,-2.7%,CCOc1ccc(NC(=O)CN(c2ccc(Br)cc2)S(C)(=O)=O)cc1
-9%,1.6%,CCOC(=O)C1CCN(CC(O)COc2ccc(C(=O)CC)cc2)CC1 (stereo not given)
3%,-2.3%,CCOC(=O)c1c(NC(=O)CC2Sc3ccccc3NC2=O)sc(C)c1C (stereo not given)
3%,0.2%,COc1cc(OC)cc(C(=O)N2CCN(C(=O)COc3ccc(Cl)cc3)CC2)c1
5%,-3.3%,CC(=O)c1c(N2CCN(c3cccc(Cl)c3)CC2)nc(=S)n(-c2ccccc2)c1C
3%,.,O=C(CSC1=Nc2ccccc2C2=NC(c3ccccc3)C(=O)N12)NCC1CCCO1 (stereo not given)
2%,5.6%,CCOC(=O)N1CCN(C(=O)/C(=C/c2cccc([N+](=O)[O-])c2)NC(=O)c2ccccc2)CC1
4%,1.8%,COc1ccc(-c2cc(C(F)(F)F)n3ncc(C(=O)Nc4ccc5c(c4)OCO5)c3n2)cc1OC

Continued.
Rat MKP-3 inhibitors,Hsp70 displacement,SMILES
-10%,-1.2%,O=C1CC(N2CCN(c3cccc(C(F)(F)F)c3)CC2)C(=O)N1c1ccccc1F (stereo not given)
.,0.5%,COc1ccc(N2CCN(C(=O)CN(C)S(=O)(=O)c3cnc[nH]3)CC2)cc1
-14%,6.5%,CNc1oc(Cc2ccccc2)nc1S(=O)(=O)c1ccccc1
0%,1.3%,CC1=NN(c2ccc(C)c(C)c2)C(=O)/C1=C\c1ccc(N(C)C)cc1
-19%,5.5%,COC(=O)C1=C(N)Oc2cc(C)oc(=O)c2C1c1cccnc1 (stereo not given)
-2%,0.4%,CC(=O)Nc1c(C)cc(C2(c3cc(C)c(NC(C)=O)c(C)c3)CCCCC2)cc1C
21%,3.6%,Cc1oc2c(cc(O)c3ccccc32)c1C(=O)c1ccc(Cl)cc1
-4%,-0.3%,COCC(=O)Nc1ccccc1C(=O)NC(C)C
2%,-0.5%,Cc1ccc(-n2c(=O)[nH]cc(C(=O)N3CCc4ccccc43)c2=O)cc1
.,-1.5%,COc1ccccc1C=NC(CO)C(O)c1ccc([N+](=O)[O-])cc1 (stereo not given)
-5%,-1.7%,CCCS(=O)(=O)N1CCN(S(=O)(=O)c2ccc(F)cc2)CC1
-2%,-1.6%,CCn1c(SCC(=O)Nc2cc(OC)c(OC)c(OC)c2)nnc1-c1cccs1
-12%,1.7%,O=C(NCc1cccs1)c1ccc2c(c1)OCCO2
2%,9.7%,N#Cc1cnn(-c2nc(SCc3ccccc3)nc3sc4c(c23)CCCC4)c1N
-8%,-0.2%,CCOC(=O)Cn1c(=O)c(-c2ccccc2N)nc2ccccc21
2%,.,Nc1ccc2cn[nH]c2c1
4%,2.0%,CCOC(=O)c1c(-c2cc(C)ccc2C)csc1NC(=O)c1c(F)cccc1F
-8%,-4.1%,CCC(C(=O)OC)n1cnc2c(nnn2-c2ccc(OC)cc2)c1=O (stereo not given)
0%,-0.6%,c1ccc2oc(NC3=NCN(CC4CCCO4)CN3)nc2c1 (stereo not given)
-4%,-0.3%,CCOC(=O)c1cc(-c2ccc(F)cc2)n(CC(=O)N2CCCC2)c1C
1%,-0.5%,COc1ccc(Cl)cc1C(=O)Nc1cccc(F)c1
-3%,5.0%,Cc1ccc(-n2c(-c3ccccc3F)nc3c(cnn3-c3ccccc3)c2=O)cc1
4%,2.1%,CCOC(=O)C1C(=O)C=C(/C=C/c2ccccc2)CC1c1ccc(Cl)cc1 (stereo not given)
